Screens from PubChem BioAssay.
Nrf2 ARE act: activates Nrf2 signaling | AREc32 ARE-luciferase reporter (MCF7-derived line), luminescence, 24 h | Potency, µM (series often up to 46.1 µM), for the others: at the highest dose activation, usual class: activators | 410,000 compounds, 0.31% hits | AID 624171; also: potency is read from the fitted curve at half-maximal effect; % of control where 0% means no effect; nearly all actives have a fitted effect of over 65% in size
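Luminescent ARE reporter assay in AREc32_Fluc cells: overnight plating at 37 deg C, 24 hr compound incubation, Steady-Glo added, 30 min RT before reading.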
Akt phos inh: inhibitors of Akt phosphorylation. Neuro2A IGF-stimulated pAkt S473 HTRF, 20 min; active compounds read low. activity change, % for hits at 50 µM. 360,000 compounds, 0.32% hits; in the data active = activity change below about -80%; inconclusive = mostly about -51% to -80%; also: % is scaled to controls: 0 for no effect and ±100 for the full control effect
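Neuro2A cells in DMEM with 0.5% FBS, overnight at 37 deg C, given compound at single 50 µM final, then IGF (6 nM final) for 20 min at 37 deg C. Lysed; phospho-Akt Ser473 by HTRF after 24 h, 665/615 ratio.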
CCT chaperon mod: cytosolic chaperonin activity modulation. purified chaperonin ATPase assay, HTRF ADP detection, 30 min. 360,000 compounds, 0.3% hits. activity change, % (concentration not given with the values), hits read low; in the data active = activity change below about -30%; also: % is scaled to controls: 0 for no effect and ±100 for the full control effect
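We incubate TRiC, 40 or 20 nM final, with library compounds at 76 uM and 10 uM ATP for 30 min at 37 °C. ADP formed is detected with Transcreener HTRF reagents after 30 min at room temperature.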
Mm-Cpn inhibitor: inhibitors of Methanococcus maripaludis chaperonin (MmCpn) | purified Mm-Cpn ATPase, ADP Transcreener TR-FRET | Potency, µM (top dose mostly 76.9 µM), for inactives: at the highest dose activity, negative = inhibition, most hits filed as inhibitors | 330,000 compounds, 0.031% hits; also: potency is read from the fitted curve at half-maximal effect; % is scaled to controls: 0 for no effect and ±100 for the full control effect; nearly all actives have a fitted effect of over 80% in size
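Reaction buffer contained 30 mM Tris pH 7.4, 100 mM KCl, 5 mM MgCl2 and 1 mM DTT. Mm-CPN (25 nM final) hydrolysed 10 uM ATP over 30 min at 37°C; ADP was read by HTRF.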
Nrf2 block: blocks Nrf2 signaling; 360,000 compounds, 2.1% hits; Potency, µM (highest dose often 46 µM), inactives show at the highest dose activity change, negative = inhibition, most hits filed as inhibitors; A549 ARE-Fluc reporter, luciferase luminescence, 18-24 h; also: potency is read from the fitted curve at half-maximal effect; % is scaled to controls: 0 for no effect and ±100 for the full control effect; nearly all actives have a fitted effect of over 60% in size
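Reporter: ARE-Fluc in A549. Exposure: 18-24 h, 37 °C, 5% CO2, 5% FBS OPTI-MEM. Readouts: fluorescent cytotoxicity (CellTiter-Fluor), then luminescent Nrf2 signal after BugLite.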
TGFb inhibitor: inhibitors of TGF-b signaling; 410,000 compounds, 1.2% hits; HepG2 CAGA-GFP TGF-b/SMAD3 reporter, GFP fluorescence, 18 h; TGF-beta stimulated, 500 pg/mL final; Potency, µM (doses to about 46.1 µM), for inactives: top-dose activity, negative = inhibition, actives largely listed as inhibitors; also: potency is read from the fitted curve at half-maximal effect; % is scaled to controls: 0 for no effect and ±100 for the full control effect; nearly all actives have a fitted effect of over 65% in size
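Inhibition of TGF-beta-driven CAGA-GFP reporter expression in HEPG2 cells is measured by cellular GFP fluorescence after 18 h stimulation with 500 pg/mL recombinant TGF-beta in 1% FBS medium at 37 degrees C.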
ATXN viability: viability counter-screen for ATXN expression inhibitors; S2 cells (HEK-293 line with an ATXN2-luciferase reporter) viability, CellTiter-Fluor protease fluorescence, 24 h; 400,000 compounds, 0.49% hits; Potency, µM (series often up to 56.7 µM), usual class: cytotoxic; also: potency is read from the fitted curve at half-maximal effect; nearly all actives have a fitted effect of over 40% in size
HepG2 viability: counter-screen for TGF-b inhibitors: cytotoxicity in HepG2 cells; HepG2 CAGA-GFP viability, ATP luminescence, 18 h; 410,000 compounds, 0.76% hits; AID 588856; Potency, µM (highest dose often 46.1 µM), for the others: at the top dose activity change, negative = cytotoxicity, actives largely listed as cytotoxic; also: potency is read from the fitted curve at half-maximal effect; some results filed as inactive show a strong effect at the top dose
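HepG2 CAGA-GFP cells (1000/well, DMEM with 1% FBS) received compound, then TGF-beta at 500 pg/mL final, and were incubated 18 hours at 37 degrees C. Viability was read by CellTiter-Glo luminescence. Media-only wells were set as complete cell-killing and DMSO as no toxicity.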
A549 tox: counter-screen for Nrf2 inhibitors: cytotoxicity in A549 cells. A549 ARE-Fluc cells, CellTiter-Fluor viability, 18-24 h. Potency, µM (series often up to 46 µM), inactives show at the top dose activity change, negative = cytotoxicity, actives largely listed as inhibitors. 390,000 compounds, 0.16% hits. AID 504648; also: potency is read from the fitted curve at half-maximal effect; % is scaled to controls: 0 for no effect and ±100 for the full control effect
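A549 ARE-Fluc cells in 5% FBS OPTI-MEM, 5000 cells/well, rested 2 h then exposed to compounds in concentration-response for 18-24 h at 37 °C. Viability by CellTiter-Fluor fluorescence (Ex 405/Em 525) after 30 min; luciferase luminescence (BugLite, 15 min, RT) read afterwards.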
An asterisk follows results filed as active; i = inactive; ? = inconclusive; . = not tested or not shown; [ ] = remark or other dose. Unless noted, calls follow the shape of the dose curve; as a rule, active = well fitted curve in the direction sought with a large enough effect; inconclusive = small, poorly fitted or top-dose-only effect, or another doubt; inactive = no such curve, though single readings can be large; an effect the other way counts as inactive or inconclusive.

The line under a structure holds: Nrf2 block | Akt phos inh | CCT chaperon mod | ATXN viability | Nrf2 ARE act | HepG2 viability | Mm-Cpn inhibitor | TGFb inhibitor | A549 tox
> CCN(C(=O)c1cc2c(=O)[nH]c3ccc(C)cc3c2s1)c1ccccc1C
    ? | i | -1.7 | ? | 0.0% | 10% | -5% | -1% | -5%
> COc1ccc(OCCOC(=O)CNC(=O)c2ccc(Cl)cc2Cl)cc1
    7% | i | 1.1 | i | -0.4% | -39% | -1% | 19% | 4%
> CNC(=O)C1CCC(Cn2c(=O)c3sccc3n(CC(=O)N3CCCC3)c2=O)CC1 (stereo unspecified)
    ? | . | . | i | -0.8% | 1% | . | 14% | 4%
> CCC(=NNS(=O)(=O)c1ccc(C)cc1)c1ccccc1
    . | i | 1.1 | i | 0.2% | -5% | . | -1% | .
> O=C(C[n+]1ccccc1)Nc1nc2ccccc2s1
    7% | i | -0.5 | i | 0.6% | 3% | 3% | ? | -2%
> Cc1cc(N2CCN(C/C=C/c3ccccc3)CC2)n2ncnc2n1
    ? | i | -3.1 | i | 2.9% | 2% | 0% | -1% | -6%
> COc1ccccc1NC(=O)CSc1nnnn1-c1ccc(C(=O)O)cc1
    12% | i | -2.1 | i | 0.0% | -32% | 4% | 0% | 0%
> CC(C)(C)c1ccc(COC(=O)CNC(=O)CNC(=O)Cc2ccccc2)cc1
    -1% | i | -0.9 | i | 0.2% | -2% | -17% | -3% | -6%
> COc1ccc(-c2nsc(C(=O)N(c3ccc(F)cc3)C(C(=O)NC3CCCC3)c3ccc(OC)cc3)c2N)cc1 (stereo unspecified)
    -13% | i | -2.1 | i | -0.9% | -6% | -2% | ? | -4%
> O=C(COC(=O)CCCNC(=O)c1ccc(Cl)cc1)NCc1ccccc1Cl
    -2% | i | 0.3 | i | -0.5% | 0% | -16% | 3% | -9%
> CC(C)c1nnc(NC(=O)c2cccnc2)s1
    ? | i | -1.5 | i | 0.7% | -59% | 1% | 10% | 1%
> CC(C)C[C@H](NC(=O)N1c2ccccc2NC(=O)[C@@H]1C(C)C)C(=O)N[C@@H](Cc1ccccc1)C(=O)O
    6% | i | 1.2 | i | -0.1% | -8% | 1% | -1% | 1%
> Cc1onc(-c2ccccc2)c1C(=O)Nc1nnc(CC(C)C)s1
    -1% | i | -2.9 | i | 0.3% | -22% | 2% | 1% | -10%
> CCOc1ccc(CC(=O)Nc2cccc(-c3nc4cccnc4s3)c2C)cc1
    -19% | . | . | . | -0.5% | -16% | . | -3% | -1%
> O=C(Nc1ccc(Cl)cc1)C1Cc2c(-c3cccc(F)c3)ccnc2O1 (stereo unspecified)
    . | i | 2.1 | ? | 0.2%[9.22 µM] | -42% | . | ? | .
> CC(=O)c1cc(-c2ccccc2)n(CC(=O)NCc2cccs2)c1C
    ? | i | -13 | i | 0.4% | 1% | 1% | 13% | 0%
> CN1CCN(c2nc(-c3ccc(Cl)cc3)nc3ccccc23)CC1
    -3% | i | -4.0 | . | -0.1% | -25% | 3% | -3% | 4%
> Fc1cccc(Cc2c(-c3ccco3)nc3c(Cl)cc(C(F)(F)F)cn23)c1
    . | i | -2.7 | i | ? | -59% | . | ? | .
> COc1cccc(C(O)c2ncc(-c3ccccc3Cl)[nH]2)c1 (stereo unspecified)
    . | i | -3.7 | i | 5.0% | -6% | . | 27% | .
> C[C@H](CO)N1C[C@H](C)[C@@H](CN(C)S(C)(=O)=O)Oc2ccc(NC(=O)NC3CCCCC3)cc2C1=O
    -1% | i | -0.7 | i | 0.3% | 7% | -1% | -12% | -5%

The line under a structure holds: Nrf2 block | Akt phos inh | CCT chaperon mod | ATXN viability | Nrf2 ARE act | HepG2 viability | Mm-Cpn inhibitor | TGFb inhibitor | A549 tox
> CCN1CCN(c2ccc(NC(=O)c3cccnc3)cc2Cl)CC1
    15% | i | -1.2 | i | 0.2% | -20% | 1% | 1% | 4%
> CCOC(=O)N1CCC(Nc2c(OCC)c(=O)c2=O)CC1
    6% | i | -3.1 | i | -0.7% | 7% | -2% | 9% | -3%
> O=C(NCC(c1cccnc1)N1CCOCC1)C(=O)Nc1ccc(F)cc1 (stereo unspecified)
    23µM* | . | . | i | 1.3% | -1% | . | 14% | -6%
> O=C(Cc1ccc(S(=O)(=O)N2CCOCC2)s1)N1CCN(S(=O)(=O)c2cccc(Cl)c2)CC1
    -7% | i | -0.2 | i | 1.9% | 0% | -10% | -16% | 2%
> CC(C)(C)CC(=O)Nc1ccc(Nc2ccccc2)cc1
    ? | i | -0.4 | i | 2.6% | -7% | 0% | 1% | -1%
> COC(=O)c1cc(Cl)c(NS(=O)(=O)c2ccccc2)cc1OC
    ? | i | -3.3 | i | 0.2% | -16% | -5% | -5% | ?
> Cc1cc(NS(=O)(=O)c2ccccc2)c([N+](=O)[O-])cc1C
    -16% | i | 0.6 | i | -0.5%[9.22 µM] | -15% | -2% | -1% | 8%
> COC(=O)c1ccc(COc2cc(O)c3c(c2)OC(C)(C)CC3=O)cc1
    -9% | i | -2.8 | i | -0.5% | -10% | 0% | -9% | -6%
> Cc1ccccc1/C=N/N1CCN(c2ccccc2)CC1
    ? | i | -0.3 | ? | 4.7% | 11% | 2% | 5% | -5%
> COc1ccc(-n2cnnc2SCC(=O)Nc2cc(S(=O)(=O)N3CCCCC3)ccc2C)cc1
    ? | i | -4.1 | i | 3.0% | -2% | 1% | ? | -12%
> COc1cccc(CN(C)C(=O)c2cccc(S(=O)(=O)N3CCN(c4ccccc4)CC3)c2)c1OC
    7.3µM* | i | -3.8 | i | -0.3% | -20% | . | ? | ?
> CCOC(=O)[C@H]1[C@H]2COc3ccc(Cl)cc3[C@@H]2N2C(=O)[C@@H](CO)NC(=O)[C@@]12C
    -20% | i | 0.0 | i | 0.2% | -17% | -3% | 0% | -2%
> CCOC(=O)N1CCN(C(=O)c2ccccc2NC(=O)c2ccc(OC)cc2)CC1
    4% | i | -2.1 | i | -0.6% | -16% | -1% | 2% | 0%
> CC(C)(C)OC(=O)N1CCC(c2c(C(=O)NCc3ccccc3)cnn2-c2cccc(F)c2)CC1
    ? | . | . | ? | -0.9% | -42% | . | ? | -6%
> O=C(c1ccc(=O)oc1)N1CCCc2ccccc21
    17% | i | 0.0 | i | -0.3% | -20% | -4% | -13% | -10%
> CCc1cccc(CC)c1C(O)c1cccnc1 (stereo unspecified)
    -2% | i | 0.2 | i | 3.7% | 8% | 2% | -1% | -1%
> CC(C)(C)c1ccc(N/N=C(\C#N)S(=O)(=O)C(C)(C)C)cc1
    ? | i | 1.0 | ? | -0.9%[9.22 µM] | -43% | 3% | ? | ?
> O=C(OCc1cn([C@@H]2CN(CC3CCCCC3)[C@@H](c3ccc(Cl)cc3)C[C@H]2O)nn1)c1ccccc1
    . | i | -0.2 | i | -0.3% | -9% | . | -6% | .
> CC(=O)Nc1ccc(C(=O)CSc2nnc(C)o2)cc1
    . | i | -0.1 | i | 2.2% | -37% | -17% | 3% | -7%
> O=C(O)c1cccc(CN2C(=O)S/C(=C/c3cccc([N+](=O)[O-])c3)C2=O)c1
    ? | i | -3.1 | i | ? | -21% | 1% | -11% | -8%

The line under a structure holds: Nrf2 block | Akt phos inh | CCT chaperon mod | ATXN viability | Nrf2 ARE act | HepG2 viability | Mm-Cpn inhibitor | TGFb inhibitor | A549 tox
> O=C(Nc1cccnc1Cl)c1cc(-c2ccc(Br)cc2)on1
    24% | i | -1.4 | i | -1.0% | 19% | 2% | 1% | 2%
> CC1CCN(C(=O)COC(=O)c2cc3ccccc3cc2O)CC1
    6% | i | -1.1 | ? | 0.3% | 4% | -3% | 8% | -5%
> Cc1ccccc1NC(=O)CSc1nnc(Cc2cccn2C)n1-c1ccc(F)cc1
    5% | i | -0.7 | i | 0.5% | -18% | -9% | -1% | 0%
> COc1ccc(CCNC(=O)c2ccc(CS(=O)Cc3ccc(C)cc3)o2)cc1OC (stereo unspecified)
    ? | i | 2.0 | i | -0.3% | 0% | 1% | 8% | 2%
> COc1ccc(/C=N/Nc2nc(-c3ccc(Cl)cc3)cc(C(F)(F)F)n2)cc1OC
    -26% | i | -0.4 | i | 4.3% | -12% | -1% | ? | -2%
> Cc1ccc(NC(=O)Nn2cnnc2)cc1Cl
    2% | i | -3.5 | i | -0.7% | 1% | 2% | 0% | 0%
> Cc1noc(C)c1-c1ccc(C(=O)NCc2cccs2)c2occc12
    . | i | -5.8 | i | ? | -19% | . | 3% | .
> COc1cc(NC(=O)C2CC2)c(OC)cc1NC(=O)c1ccco1
    9% | i | 4.1 | i | 0.3% | 0% | 0% | 4% | 1%
> COc1cc(/C=N/Nc2nc(C)cc(=O)[nH]2)cc(OC)c1O
    ? | i | 0.9 | i | -0.3% | -11% | 0% | 0% | 2%
> COc1ccccc1NCC(=O)N/N=C/C=C/c1ccccc1
    5% | i | -0.1 | ? | 3.9% | -14% | -1% | -3% | 18%
> C=CCn1c(SCC(=O)Nc2ccccc2-c2ccccc2)nc2cc(C(=O)O)ccc2c1=O
    -26% | i | -2.1 | ? | 0.5% | 3% | 2% | 0% | 8%
> O=c1c(-c2ccccc2Cl)coc2c(CN3CCCCC3)c(O)ccc12
    16% | i | 0.2 | i | 4.6% | 1% | -13% | 6% | 0%
> O=C(CSc1ccccc1)Nc1ccc2sccc2c1
    2% | i | -1.5 | i | 5.1% | 30% | 1% | 31%[activator] | -7%
> Cc1ccc(C(=O)NCCCn2ccnc2)cc1C
    11% | i | 0.1 | ? | -0.6% | 0% | . | -2% | -1%
> COc1ccccc1C(=O)Nc1ccc(Nc2ccccc2)cc1
    -6% | i | 1.6 | i | -0.9% | -66% | . | 0% | -3%
> COc1ccccc1C(=O)NCCC(=O)Nc1ccc(S(=O)(=O)N2C(C)CCCC2C)cc1 (stereo unspecified)
    ? | i | -0.9 | i | -0.3% | 4% | -4% | -19% | -9%
